RBBP9 inhibitor = human RBBP9 inhibitors, primary screen, biochemical, fluorescence polarization, FP-Rh probe, HTS. Serine hydrolase RBBP9 (Homo sapiens), O75884. recombinant RBBP9. inhibition, % at 7.94 µM. 0.2% of 220,000 active;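 active = inhibition above the campaign mean of all tested compounds plus 3 SD, cut at about 14% in these data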;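 note: plate controls were DMSO wells with RBBP9 for no effect and wells lacking RBBP9 protein for full effect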
Target sequence (O75884 whole entry, looked up): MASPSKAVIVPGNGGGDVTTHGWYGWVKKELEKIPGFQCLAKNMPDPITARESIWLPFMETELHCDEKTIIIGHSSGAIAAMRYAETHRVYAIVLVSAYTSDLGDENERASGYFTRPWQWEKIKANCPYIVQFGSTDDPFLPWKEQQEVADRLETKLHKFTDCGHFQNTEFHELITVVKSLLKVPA
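Controls: DMSO-treated enzyme wells and wells lacking RBBP9 | Material: RBBP9 protein | Technique: Fluorescence polarization | Replication: Single well per compound, no replicates | Buffer or medium: Tris-NaCl-Pluronic buffer, pH 8.0 | Timing: 30 min compound preincubation, 45 min probe labeling, 25 °C | Read-out basis: Percent inhibition from mP, scaled between DMSO and no-protein wells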
Mdm2 ligase inh = MDM2-luciferase reporter signal enhancers, primary screen, MDM2 E3 ligase inhibitor project, cell-based, luminescence, 1536-well. AID 1230, 2008. E3 ubiquitin-protein ligase Mdm2 (Homo sapiens), Q00987. 0.11% of 210,000 active. signal enhancement, % at 5 µM. cell-based MDM2 ubiquitination luciferase reporter, 2 h; 0 = plate control, 100 = twice control, blank-subtracted;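 active = signal enhancement of 30% or more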;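 note: luminescence tracks abundance of the self-degrading MDM2-luciferase fusion protein; higher signal means inhibition of MDM2 E3 ligase activity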
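system = mammalian cells stably expressing self-ubiquitinating, self-degrading MDM2 E3–luciferase fusion | quantity = 2000 cells per well seeded | incubation = 4 h cell settling then 2 h compound exposure, 37 °C | signal = SteadyLite luminescence, 15 min reagent step | benchmarks = plate control and blank wells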
p97 inhibitor = inhibitors of human p97 ATPase, primary screen, biochemical; AID 1481, 2009; Transitional endoplasmic reticulum ATPase (Homo sapiens), P55072; 0.42% of 220,000 active; inhibition, % at 8 µM; recombinant p97 ATPase, Kinase-Glo ATP luminescence, 3 h; in the data active = inhibition above about 15%;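 note: 0% = DMSO vehicle and 100% = wells lacking enzyme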
Runt-CBFb FRET = inhibitors of RUNX1 Runt–CBFb binding, primary screen, biochemical, FRET, Cerulean-Runt, Venus-CBFb, uHTS; inhibition, % at 20 µM; AID 1496, 2009; Cerulean-Runt/Venus-CBFb FRET ratio 530/480, 1 h; 0.46% of 220,000 active;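 active = inhibition over about 50% at 20 µM in the single-dose screen, limit read from the data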;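 note: 0% = DMSO wells and 100% = excess unlabeled CBFb competitor control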
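Buffer or medium: Tris pH 7.5 buffer with BSA. Assay system: Cerulean-labeled Runt domain protein. Amount: each fluorescent fusion protein 100 nM. Read-out basis: loss of energy transfer signal. Incubation: 1 h compound exposure, room temperature. Probe or stimulus: Venus-CBFb binding partner, 100 nM. Detection: FRET, excitation 422 nm, emission at 530 and 480 nm.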
Runt-SMMHC FRET = inhibitors of RUNX1 Runt–CBFb-SMMHC binding, primary screen, biochemical, FRET, Cerulean-Runt, Venus-CBFb-SMMHC, uHTS. Runt-related transcription factor 1 (Homo sapiens) + Core-binding factor subunit beta …. Cerulean-Runt/Venus-CBFb-SMMHC FRET ratio 530/480, 1 h. inhibition, % at 20 µM. 0.74% of 220,000 active. AID 1434, 2008;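 active = mean inhibition across duplicate retests at 20 µM reaching about 50%, limit read from the data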;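 note: 0% = DMSO wells and 100% = wells with excess untagged CBFb-SMMHC; inhibitors lower the FRET ratio by blocking Runt binding to CBFb-SMMHC; some results filed as inactive read as strong as hits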
NPY Y1 blocker = NPY-Y1 receptor antagonists, primary screen, cell-based. Neuropeptide Y receptor type 1 (Homo sapiens), P25929. HEK293-CNG Y1 cells, membrane potential fluorescence; NPY at EC95, then isoproterenol. inhibition, % at 3.6 µM. 1% of 200,000 active. AID 1040, 2008;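 active = inhibition above the campaign mean inhibition of all tested compounds plus 3 SD, cut at about 20% in these data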;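 note: 0% = DMSO wells given NPY plus isoproterenol and 100% = isoproterenol alone without NPY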
Target sequence (P25929 whole entry, looked up): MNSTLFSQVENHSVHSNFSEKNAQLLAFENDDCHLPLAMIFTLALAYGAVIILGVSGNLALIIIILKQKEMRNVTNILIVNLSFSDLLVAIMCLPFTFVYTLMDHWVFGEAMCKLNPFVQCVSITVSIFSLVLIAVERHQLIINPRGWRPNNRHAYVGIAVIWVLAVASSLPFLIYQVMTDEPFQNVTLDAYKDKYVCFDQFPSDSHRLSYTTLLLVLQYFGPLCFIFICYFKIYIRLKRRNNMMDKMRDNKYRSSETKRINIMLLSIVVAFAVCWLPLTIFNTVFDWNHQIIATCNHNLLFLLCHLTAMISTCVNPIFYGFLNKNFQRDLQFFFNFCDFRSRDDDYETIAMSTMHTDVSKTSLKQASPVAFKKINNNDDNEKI
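Material: Y1- and CNG-channel-expressing HEK293 cells / Probe or stimulus: NPY 25 nM then isoproterenol 1 µM plus Ro 20-1724 25 µM / Doses: 3.6 µM single dose, DMSO 0.4% / Schedule: compound incubation 1 h at room temperature, readout 45 min post-stimulation / Signal: membrane potential fluorescence / Benchmarks: isoproterenol-only wells as full block versus NPY-plus-isoproterenol wells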
NPY-Y1 PAM-ag = NPY-Y1 receptor potentiators or agonists, primary screen, cell-based; NPY-Y1 expressing cells, potentiator/agonist activation; Neuropeptide Y receptor type 1 (Homo sapiens), P25929; activation, % at 3.6 µM; AID 1304, 2008; 0.37% of 220,000 active; in the data active = activation above about 33%, passing the limit was not always enough;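 note: cells stimulated with NPY at EC10 then isoproterenol at EC100; 0% = low agonist plus stimulus and 100% = saturating agonist plus stimulus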
NPY2 pot ag = NPY-Y2 potentiators or agonists, primary screen, cell-based; AID 1359, 2008; activation, % at 3.6 µM; cells expressing NPY-Y2, potentiator/agonist read-out; 0.45% of 220,000 active; in the data active = activation above about 27%;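 note: cells stimulated with NPY near EC25 plus isoproterenol at EC100; 0% = vehicle plus submaximal agonist and 100% = vehicle plus saturating agonist; some results beyond the cut were filed as inactive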
Target sequence (P49146 whole entry, looked up): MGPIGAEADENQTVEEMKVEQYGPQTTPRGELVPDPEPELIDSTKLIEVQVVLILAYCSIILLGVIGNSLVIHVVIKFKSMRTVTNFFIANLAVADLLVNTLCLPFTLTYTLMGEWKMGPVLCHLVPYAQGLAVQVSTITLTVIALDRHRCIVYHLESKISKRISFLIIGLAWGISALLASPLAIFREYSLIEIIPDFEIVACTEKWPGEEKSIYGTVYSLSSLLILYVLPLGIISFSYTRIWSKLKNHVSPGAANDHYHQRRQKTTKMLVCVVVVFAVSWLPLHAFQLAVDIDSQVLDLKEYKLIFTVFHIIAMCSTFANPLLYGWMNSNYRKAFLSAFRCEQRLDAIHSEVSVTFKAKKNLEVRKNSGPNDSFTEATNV
Hck-Nef inh = inhibitors of Nef-activated human Hck kinase, primary screen, biochemical, Z-Lyte FRET, 384-well, Hck-YEEI; Tyrosine-protein kinase HCK (Homo sapiens), P08631; Recombinant Hck-YEEI plus Nef, Z-Lyte FRET kinase assay; inhibition, % at 20 µM; 0.68% of 220,000 active;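 active = Hck-Nef kinase inhibition above about 50%, limit read from the data; inactive = inhibition below that limit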;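 note: 0% = DMSO with Hck plus Nef and 100% = Hck alone without Nef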
Numbers without * were called inactive; / = no result given.

Screens in order – RBBP9 inhibitor	Mdm2 ligase inh	p97 inhibitor	Runt-CBFb FRET	Runt-SMMHC FRET	NPY Y1 blocker	NPY-Y1 PAM-ag	NPY2 pot ag	Hck-Nef inh
C=CCn1c(SCC(=O)Nc2nc(C)cs2)nnc1C(C)NC(=O)c1ccccc1Cl (configuration not stated)
 : -1	-5	0	-1	-1	4	7	1	2
O=S(=O)(c1ccc(-c2csc(-c3cccnc3)n2)cc1)N1CCOCC1
 : -8	-3	2	0	0	2	-12	-5	28
C=CCOC(=O)C1=C(C)NC(SCC(N)=O)=C(C#N)C1c1cccs1 (configuration not stated)
 : 0	-3	0	-3	0	5	-14	0	-1
CCCCCn1c(=O)[nH]c2cc(C(=O)NCc3ccc4c(c3)OCO4)ccc2c1=O
 : -5	-13	0	0	-2	-1	-2	7	3
Cc1cc(N2CCOCC2)c2c(N)c(C)cc(C)c2n1
 : -5	-24	2	62*	41	-6	-7	19	2
Cc1cc(=O)[nH]c(SCCCOc2ccccc2Cl)n1
 : -9	4	1	0	-5	7	-6	2	1
O=C(CNC(=O)c1ccccc1)OCc1nnc(-c2ccc(Cl)cc2)o1
 : -4	-9	-2	0	0	5	-6	-3	0
O=C(Cn1cc(C(F)(F)F)cc(Cl)c1=O)NCCc1ccccc1
 : -8	/	-9	0	4	5	1	-4	0
CCCNC(=O)C(=O)N/N=C/c1ccc(OCc2ccccc2)cc1
 : 4	14	10	0	1	5	8	15	25
CC(C)C[C@H](NC(=O)c1nc[nH]c1C(=O)NCC(=O)OC(C)(C)C)C(=O)OC(C)(C)C
 : /	8	/	-8	-7	/	/	/	24
c1ccc(-c2nnc(N3CCOCC3)c3ccccc23)cc1
 : 7	19	7	4	-1	-1	-4	-3	17
CC(Cl)C(=O)NNC(=O)CNS(=O)(=O)c1ccccc1 (configuration not stated)
 : 6	-23	8	/	/	2	13	-11	13
O=C(c1coc(=O)c(Br)c1)N1CCC(C(O)(c2ccccc2)c2ccccc2)CC1
 : 0	-9	1	3	0	/	-12	1	20
CC(O)CNc1ccc(-c2nn(C)c(=O)c3ccccc23)cc1[N+](=O)[O-] (configuration not stated)
 : -2	-7	-1	-2	-9	-1	1	-1	-2
CCN1C(=O)/C(=C/C=C2\N(CC)c3cc(S(=O)(=O)N(C)C)ccc3N2c2ccccc2)SC1=S
 : -24	-10	-6	5	-14	/	50*	18	0
CCN(CC)S(=O)(=O)c1cccc(S(=O)(=O)c2cccc(S(=O)(=O)N(CC)CC)c2)c1
 : -8	/	-12	-2	-3	-4	23	2	0
Cc1ccc(NC(=O)c2ccn(C)n2)c(Br)c1
 : 2	-23	3	-2	5	-2	11	17	6
CCC1=NN(C(=O)COc2ccccc2)C(O)(c2ccc(Br)cc2)C1 (configuration not stated)
 : -9	-6	-6	2	-5	5	3	-2	13
Cc1ccc(C(=O)C2C(c3cccs3)NC(=O)NC2(O)C(F)(F)F)cc1 (configuration not stated)
 : 3	-19	0	1	-3	3	-10	3	8
O=C1NC(=O)C2C3c4ccccc4C(c4ccccc43)C12 (configuration not stated)
 : -7	-10	3	1	1	1	27	18	0
COc1ccc(C(=O)COc2ccccc2C#N)cc1
 : -3	-11	6	-2	2	/	-6	-7	17
Nc1nnc(SCC(=O)N2CCc3ccccc3C2)s1
 : -2	-3	-1	0	-1	4	-7	4	9
Cc1ccc(C(=O)Nc2ccc3cn[nH]c3c2)cc1S(=O)(=O)N1CCCCC1
 : -5	-10	2	0	-3	3	0	-6	3
CC(C)c1csc(CN2CCC(CO)(Cc3ccccc3)CC2)n1
 : -9	-15	-7	-3	-1	-5	12	-16	12
c1ccc(CCc2nc(-c3cccnc3)no2)cc1
 : 4	8	-9	0	0	3	22	-8	-10
Cc1cc2c(cc(C(=O)O)n2C)s1
 : -3	-11	6	4	-3	2	-7	-4	3
Cc1cccc(NC(=O)CN(C)S(=O)(=O)c2cnc[nH]2)c1
 : -2	-8	-1	-2	-7	-8	-17	4	1
CCOC(=O)C1=C(NC(=S)NC(=O)c2ccccc2)c2ccccc2CC1(C)CC (configuration not stated)
 : -8	-5	-8	1	11	6	-13	-4	2
NC(=O)CSCc1c(Cl)cccc1Cl
 : -2	-16	3	1	-1	4	-18	4	0
COc1ccc(NC(=O)c2nn(C34CC5CC(CC(C5)C3)C4)cc2[N+](=O)[O-])cc1
 : -4	-8	5	2	4	5	15	3	10
Fc1ccc(CN2CCN(c3ncccn3)CC2)cc1
 : 4	-8	-1	1	1	1	2	-2	1
COc1ccc(/C=N/NC(=O)c2ccncc2)c(C(=O)O)c1OC
 : -6	-12	3	1	4	/	16	18	-6
O=C(O)C1CCCN1C(=O)c1cncc(Br)c1 (configuration not stated)
 : -4	-15	1	-1	0	0	0	6	1
O=C(CN1CCN(c2ccc(C(F)(F)F)cn2)CC1)NCc1ccc2c(c1)OCO2
 : -12	-17	-3	-3	-4	/	-23	-5	2
CCOC(=O)N1CCN(C(=O)CSc2ncnc3ccccc23)CC1
 : 1	-8	6	1	-1	6	11	0	14
CCCCOc1ccccc1NC(=O)C=C(C)C
 : 3	-8	3	0	1	-5	4	10	0
O=C(Nc1cccs1)NC1CCCC1
 : -10	-12	4	0	-19	1	-1	9	2
COC(=O)C1=C(C)C(c2ccc(OC)cc2)NC(=O)N1 (configuration not stated)
 : -1	-22	5	2	-2	2	12	4	22
Cc1nc(SC2CC(=O)N(c3ccccc3)C2=O)n[nH]1 (configuration not stated)
 : -5	-1	8	12	-5	2	4	5	21
CN(C)C=NC(=O)/C(C#N)=C1\CCc2ccccc2N1
 : 3	-18	10	-1	4	-2	1	12	41
CC(=O)Nc1ccc(NC(=O)C2CCCN2C(=O)Nc2ccccc2[N+](=O)[O-])cc1 (configuration not stated)
 : 0	3	8	-1	-3	0	17	-2	22
O=[N+]([O-])c1cc(Cl)ccc1NCCNc1ncc(C(F)(F)F)cc1Cl
 : -5	-4	-4	-10	-21	-3	-13	0	0
O=C(COC(=O)C1CC(=O)N(Cc2ccccc2)C1)c1ccc(Br)cc1 (configuration not stated)
 : -2	-5	0	-6	-2	-4	-18	4	4
CC(C)c1ccccc1NC(=O)Nc1ccc(F)cc1F
 : -4	-6	7	-3	-2	/	17	3	8
Cc1ccc(C2(C)NC(=O)N(CC(=O)NC(=O)NC3CCCC3)C2=O)cc1 (configuration not stated)
 : -2	/	1	-1	3	-1	3	13	1
CC(CN1CCOCC1)OC(=O)c1ccccc1Br (configuration not stated)
 : -3	23	3	0	1	7	1	1	2
COc1ccc(C(=O)NCCN2C(=O)S/C(=C\c3cccnc3)C2=O)c(OC)c1OC
 : 2	3	5	-1	0	3	-9	-9	7
Cc1ccccc1OCCN1C(=O)NC2(CCCc3ccccc32)C1=O (configuration not stated)
 : 7	-14	1	-2	-5	2	-7	9	0
CC(=O)c1c(C)[nH]c(C(=O)CN2C(=O)NC(C)(c3ccc(C)cc3)C2=O)c1C (configuration not stated)
 : -9	-2	3	-3	-2	-3	14	19	17
CCCC(O)(CCC)C(=O)NNc1ccc(C)cc1
 : 2	-11	11	2	-3	/	25	-7	-1
CCOC(=O)c1ccc2[nH]c(C)c(C)c2c1
 : -3	/	-5	/	/	-6	-32	-13	-4
CN(C(=O)CCc1nc2ccccc2s1)c1ccccc1
 : -6	-7	4	-1	1	1	-12	4	1
COC(=O)c1cc(C#N)c(Oc2ccc(OC)cc2)nc1C
 : -5	-18	-6	-2	-3	5	-12	-11	0
CCCCNC(=O)CCC(=O)NNc1nc2ccccc2c2nc(C)nn12
 : -4	-9	-5	2	0	8	4	2	-5
C=CCSC1=C(C#N)C(c2ccccc2OCC)CC(=O)N1 (configuration not stated)
 : 5	-3	5	6	6	1	8	8	0
COc1ccc(C2=NOC(C(=O)NCc3ccc(F)cc3)C2)cc1OC (configuration not stated)
 : 4	-9	-1	1	4	33*	-12	-12	0
COc1ccc(SCC(=O)c2cc(C)c(OC(=S)N(C)C)c(C)c2)cc1
 : 0	-12	-2	4	1	7	-22	-12	1
COc1cccc(Nc2nc(-c3sc(N)nc3C)cs2)c1
 : 6	4	6	17	3	0	8	-7	14
COc1ccccc1NS(=O)(=O)c1ccc(Br)s1
 : 0	5	3	-1	3	6	4	12	4
Cc1ccc(C(=O)Nc2ncc(C)s2)o1
 : -3	-22	-13	1	-1	-1	3	2	2

Following part:
Screens in order – RBBP9 inhibitor	Mdm2 ligase inh	p97 inhibitor	Runt-CBFb FRET	Runt-SMMHC FRET	NPY Y1 blocker	NPY-Y1 PAM-ag	NPY2 pot ag	Hck-Nef inh
Cc1oc(-c2ccccc2F)nc1CS(=O)CC(=O)NCc1ccc2c(c1)OCO2 (configuration not stated)
 : -5	-5	1	1	-3	3	-3	-7	7
Cc1ccc(NC(=S)N2CCN(S(=O)(=O)c3c(F)cccc3F)CC2)cc1C
 : -6	-13	1	3	0	-1	5	7	30
CCOC(=O)c1c(C)nc2sc3c(=O)n(-c4ccc(C)cc4)cnc3c2c1-c1ccc(OC)cc1
 : -7	1	6	-5	-4	0	17	10	1
CC1(C(=O)O)C=CC2(CCCCC2)N1C(=O)c1ccccc1 (configuration not stated)
 : -8	/	4	-5	0	-2	0	4	0
C[N+]1(CC2COC3(CCCCC3)O2)CCCCC1 (configuration not stated)
 : 0	-4	5	-12	4	/	15	-7	8
CCCc1nnc(SCC(=O)N2CCCCC2)n1CCCOC
 : 3	-9	4	1	-5	3	-7	-14	0
